Mcl1 Noxa PPI = Mcl-1/Noxa binding inhibitors, primary screen, biochemical, TR-FRET, 1536-well; Induced myeloid leukemia cell differentiation protein Mcl-1 (Homo sapiens), Q07820; actives 1.5% (n = 220,000); inhibition, % at 21.7 µM; AID 1022, 2008; TR-FRET Mcl-1/Noxa peptide binding, 2 h;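 active means compounds that cut the protein-peptide binding signal by more than 50% relative to plate controls in a single-dose test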;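 further: His-tagged Mcl-1 with rhodamine Noxa BH3 peptide and terbium anti-His antibody; 0% = Mcl-1 plus Noxa peptide wells and 100% = peptide-only wells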
Target sequence (Q07820 whole entry, looked up): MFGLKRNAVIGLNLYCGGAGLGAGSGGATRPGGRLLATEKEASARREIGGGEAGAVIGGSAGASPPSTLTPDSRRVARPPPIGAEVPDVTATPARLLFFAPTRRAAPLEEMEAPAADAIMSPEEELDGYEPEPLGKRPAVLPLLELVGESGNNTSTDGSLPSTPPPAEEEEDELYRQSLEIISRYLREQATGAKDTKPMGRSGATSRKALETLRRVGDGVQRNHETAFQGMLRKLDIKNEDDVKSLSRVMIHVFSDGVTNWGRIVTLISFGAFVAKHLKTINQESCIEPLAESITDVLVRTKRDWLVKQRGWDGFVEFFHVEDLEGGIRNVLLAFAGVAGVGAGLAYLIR
Pf gamet viab = late stage P. falciparum gametocyte viability inhibitors, primary screen, ATP luminescence, HTS; P. falciparum stage V gametocytes, 24 h; inhibition, % at 10.9 µM; actives 0.065% (n = 150,000); AID 743093, 2013;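 active means inhibition above the mean plus 3 SD of compounds within the control limits, set per campaign, cut at about 38% in these data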;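 further: 0% = DMSO wells and 100% = medium only without gametocytes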
Mcl1-Bid inh = Mcl-1/Bid binding inhibitors, primary screen, biochemical, TR-FRET, 1536-well | inhibition, % at 21.7 µM | actives 0.97% (n = 220,000) | TR-FRET Mcl-1/Bid-Dy647 peptide binding | AID 1021, 2008;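 active means compounds that cut the binding signal by more than half at the single screening dose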;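 further: His-tagged Mcl-1 with europium anti-His antibody binding Bid BH3 peptide; 0% = Mcl-1 plus peptide wells and 100% = peptide-only wells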
Avidin fluor = green autofluorescence of compounds with avidin beads – biophysical, 488/530 nm, flow cytometry, artefact control, profiling panel; compound fluorescence 488/530 nm; active compounds read high; fluorescence (KMESF) at 10 µM; actives 0.38% (n = 220,000); in the data active means fluorescence above about 47; further: inactives centre near 10
Numbers without * were called inactive. Some of the compounds tested; rates above refer to the full screens.

1: CC(C)c1ccc(C(O)P(=O)(OCc2ccccc2)c2ccc(N(C)C)cc2)cc1 (stereo unspecified)
2: CCOc1cc(/C=N/NC(=O)C(=O)NCC2CCCO2)ccc1OCC(=O)N1CCOCC1 (stereo unspecified)
3: O=C(NC(=S)Nc1ccccc1N1CCCC1)c1cccs1
4: CN(C)CCCNc1oc(/C=C/c2ccccc2)nc1C#N
5: Cc1nc(C(=O)NNC(=O)c2ccc(C(F)(F)F)cc2)cs1
Screen / compound no. | 1 | 2 | 3 | 4 | 5
Mcl1 Noxa PPI | 28.0 | 2.3 | 18.0 | -5.0 | -79.2
Pf gamet viab | -1.8 | -0.3 | -7.7 | -5.3 | 10.1
Mcl1-Bid inh | -60.4 | -13.3 | -37.5 | -18.8 | -47.3
Avidin fluor | 6 | 13 | 7 | 8 | 7

6: O=C(Nc1ccc2[nH]ccc2c1)c1cccs1
7: CCC1=NN2C(=N)/C(=C/c3cc(C)n(Cc4ccccc4)c3C)C(=O)N=C2S1
8: O=C(Nc1ccc2c(c1)OCCO2)c1cccnc1Oc1ccc(Cl)cc1
9: O=C(NC(=S)Nn1cnnc1)c1ccccc1Br
10: COc1ccccc1N1CCN(/N=C/C=C/c2ccccc2[N+](=O)[O-])CC1
Screen / compound no. | 6 | 7 | 8 | 9 | 10
Mcl1 Noxa PPI | 17.3 | 26.9 | -1.9 | 1.3 | 4.7
Pf gamet viab | -15.9 | -32.3 | -3.9 | -17.8 | -3.6
Mcl1-Bid inh | -112.9 | -100.7 | -4.1 | -100.8 | -103.0
Avidin fluor | 7 | 6 | 22 | 7 | 8

11: CCOc1ccc(N2C(=O)CC(N(CCc3ccc(S(N)(=O)=O)cc3)C(C)=O)C2=O)cc1 (stereo unspecified)
12: COc1cc(NC2c3ccccc3C(=O)N2Cc2ccccc2Cl)cc(OC)c1OC (stereo unspecified)
13: COc1ccccc1N1CCN(S(=O)(=O)c2cc(C(F)(F)F)cc(C(F)(F)F)c2)CC1
14: CC(=C/c1ccccc1)/C=N/N1CCN(Cc2ccc(C)cc2)CC1
15: CC(=O)OCC(=O)C1(O)CCC2C3CCC4=CC(=O)C=CC4(C)C3C(O)CC21C (stereo unspecified)
Screen / compound no. | 11 | 12 | 13 | 14 | 15
Mcl1 Noxa PPI | 7.3 | 20.1 | -13.8 | -0.3 | 15.8
Pf gamet viab | -11.9 | 12.7 | 7.6 | 4.8 | 7.9
Mcl1-Bid inh | 6.7 | -134.5 | -38.5 | -113.9 | 11.3
Avidin fluor | 6 | 8 | 7 | 7 | 4

16: Cc1ccccc1C(=O)NC(C(N)=O)P(=O)(OC(C)C)OC(C)C (stereo unspecified)
17: O=C1OCCC1Sc1nnc(-c2ccc(Cl)cc2Cl)o1 (stereo unspecified)
18: O=C(NC(=S)Nc1cc(C(F)(F)F)ccc1N1CCOCC1)c1ccco1
19: Cc1nc(C(=O)N/N=C/c2[nH]ncc2Br)cs1
20: CCNc1nc(NCC)nc(N(C#N)C(C)C)n1
Screen / compound no. | 16 | 17 | 18 | 19 | 20
Mcl1 Noxa PPI | 4.9 | -1.7 | 9.5 | -72.7 | -8.8
Pf gamet viab | -1.4 | 6.2 | 8.2 | 4.5 | 0.6
Mcl1-Bid inh | -16.2 | -10.1 | -18.8 | -74.1 | -14.7
Avidin fluor | 4 | 3 | 9 | 6 | 8

21: O=C(O)/C=C/C(=O)Nc1c(F)cccc1F
22: CCOC(=O)C1(Cc2ccccc2)CCN(Cc2ccc(C3CCCCO3)s2)CC1 (stereo unspecified)
23: O=C(Nc1ccccc1[N+](=O)[O-])c1cc2ccccc2nc1Cl
24: O=S(=O)(Nc1ccc(OC(F)(F)F)cc1)c1cccc2nonc12
25: O=C(c1ccccc1)c1cnc[nH]1
Screen / compound no. | 21 | 22 | 23 | 24 | 25
Mcl1 Noxa PPI | 24.9 | 2.0 | 23.8 | -8.0 | -1.1
Pf gamet viab | 4.4 | 3.8 | 16.8 | -4.1 | 9.4
Mcl1-Bid inh | 6.3 | -7.9 | -17.3 | -6.0 | -9.4
Avidin fluor | 7 | 5 | 12 | 6 | 7

Taken from above.
#25 – Mcl1 Noxa PPI: -1.1
#24 – Mcl1 Noxa PPI: -8.0
#21 – Mcl1-Bid inh: 6.3

(further entries)
26: CN(C)CCOC(=O)CCCCCCCCC(=O)OCCN(C)C
27: CCOc1ccc(NC(=O)C2CCCN(C)C2)cc1 (stereo unspecified)
28: O=C(NNc1ccccc1C(F)(F)F)c1sccc1Br
29: COc1ccc(/C=C2\SC(=S)N(N3CCOCC3)C2=O)c(OC)c1
30: CN(C)S(=O)(=O)c1ccc(NC(=O)CSc2nnnn2C)cc1
Screen / compound no. | 26 | 27 | 28 | 29 | 30
Mcl1 Noxa PPI | 33.1 | 1.8 | 6.7 | 10.7 | -13.5
Pf gamet viab | 12.8 | 18.2 | 11.3 | 10.2 | 8.3
Mcl1-Bid inh | 12.8 | -19.0 | -15.9 | -58.1 | -48.9
Avidin fluor | 4 | 4 | 6 | 6 | 8

31: CCCNC(=O)Nc1cccc(NC(C)=O)c1
32: CCCCN1C(=O)N(c2nnc(C(C)(C)C)s2)C(O)C1c1ccc(C)cc1 (stereo unspecified)
33: Cc1ccc2cc(C3CC(c4ccco4)=NN3C(=O)CCCC(=O)O)c(Cl)nc2c1 (stereo unspecified)
34: O=C(CNC(=O)c1ccncc1)N/N=C/c1cc(Br)ccc1OCc1ccccc1
35: CCCCNC(=O)NS(=O)(=O)c1ccc(NC(=O)C(NC(N)=O)C(C)CC)cc1 (stereo unspecified)
Screen / compound no. | 31 | 32 | 33 | 34 | 35
Mcl1 Noxa PPI | -1.6 | -1.1 | -20.2 | 14.4 | 8.6
Pf gamet viab | -1.7 | -20.9 | -9.0 | 21.5 | 16.8
Mcl1-Bid inh | -5.2 | -6.7 | -4.9 | -6.7 | -37.2
Avidin fluor | 7 | 7 | 6 | 8 | 7

36: CC(C)(C)NC(=O)N1CCN(c2nc(-c3ccccc3)ns2)CC1
37: CSc1ccccc1NC(=O)Nc1ccccc1Cl
38: O=C(O)c1ccc(OCc2cn3ccccc3n2)cc1
39: Cc1cc(C)n(Cc2ccc(C(=O)NN)o2)n1
40: COc1ccc(OCC(O)CNC(=O)c2ccc(C)cc2)cc1 (stereo unspecified)
Screen / compound no. | 36 | 37 | 38 | 39 | 40
Mcl1 Noxa PPI | 7.1 | 10.6 | 9.5 | -2.5 | 16.7
Pf gamet viab | -14.6 | -8.2 | 32.6 | 24.2 | -0.9
Mcl1-Bid inh | 11.7 | -16.0 | -28.2 | -11.7 | -6.3
Avidin fluor | 7 | 6 | 11 | 7 | 11

41: CN(C)CCOC(=O)c1ccc2[nH]c3c(c2c1)CSCC3
42: CC(C)n1nc(C(=O)N2CCN(S(=O)(=O)c3cccs3)CC2)c2ccccc2c1=O
43: COc1cc(-c2cc(C(=O)Nc3ccc(O)cc3)c3ccccc3n2)cc(OC)c1OC
44: Cc1cc(NC(=O)CSc2nnc(-c3ccc(O)cc3)o2)no1
45: N#CCC(=O)NNc1c([N+](=O)[O-])cc(C(F)(F)F)cc1[N+](=O)[O-]
Screen / compound no. | 41 | 42 | 43 | 44 | 45
Mcl1 Noxa PPI | 38.0 | 8.6 | 21.8 | -8.6 | -8.6
Pf gamet viab | -19.9 | 10.9 | -17.2 | -0.2 | 8.4
Mcl1-Bid inh | -13.4 | -10.2 | -12.7 | -65.9 | -60.9
Avidin fluor | 5 | 7 | 5 | 8 | 6

Record cards, as listed above. Values in the order: Mcl1 Noxa PPI | Pf gamet viab | Mcl1-Bid inh | Avidin fluor
Cc1cc(NC(=O)CSc2nnc(-c3ccc(O)cc3)o2)no1 is listed with -8.6 | -0.2 | -65.9 | 8
CC(C)n1nc(C(=O)N2CCN(S(=O)(=O)c3cccs3)CC2)c2ccccc2c1=O is listed with 8.6 | 10.9 | -10.2 | 7

The listing continues.
46: NC(=O)C1CCN(C2=C(NS(=O)(=O)c3ccc(Cl)cc3)C(=O)c3ccccc3C2=O)CC1
47: CSc1ccc(C(=O)C2CCCN(Cc3cccc4nccnc34)C2)cc1 (stereo unspecified)
48: COc1ccc(/C=C/C(=O)Nc2ccccc2C)cc1S(=O)(=O)N1CCOCC1
49: O=C(NCCCCCc1nc2ccccc2[nH]1)c1ccccc1Cl
50: O=[N+]([O-])c1cc(Cl)cc(/C=N/NC(=S)Nc2ccc(S(=O)(=O)N3CCOCC3)cc2)c1O
Screen / compound no. | 46 | 47 | 48 | 49 | 50
Mcl1 Noxa PPI | 23.1 | -7.1 | 4.0 | 7.4 | 85.4*
Pf gamet viab | 5.4 | -6.5 | -10.3 | -3.0 | 6.8
Mcl1-Bid inh | -128.3 | -87.8 | 1.7 | -9.4 | 67.3*
Avidin fluor | 5 | 4 | 16 | 8 | 4

51: O=C(O)/C=C/C(=O)Nc1ccc(-n2ccc(C(F)(F)F)n2)cc1
52: CCOC(=O)C(=CNc1cc(C)ccc1-n1cccc1)C(=O)OCC
53: CC(=O)c1cccc(Nc2cc(C)nc3ccccc23)c1
54: O=C(O)CCCNC(=O)CCCn1nnc2ccccc2c1=O
55: Cc1[nH]c(=O)c(C#N)c(C)c1Cl
Screen / compound no. | 51 | 52 | 53 | 54 | 55
Mcl1 Noxa PPI | -4.2 | 17.1 | -1.7 | 15.1 | 7.8
Pf gamet viab | 0.5 | -10.2 | 4.3 | 12.9 | -9.2
Mcl1-Bid inh | -9.3 | -8.9 | -16.6 | -10.2 | -3.3
Avidin fluor | 9 | 8 | 21 | 4 | 3

Of the compounds above, 5 have a COOH group:
21: O=C(O)/C=C/C(=O)Nc1c(F)cccc1F
33: Cc1ccc2cc(C3CC(c4ccco4)=NN3C(=O)CCCC(=O)O)c(Cl)nc2c1 (stereo unspecified)
38: O=C(O)c1ccc(OCc2cn3ccccc3n2)cc1
51: O=C(O)/C=C/C(=O)Nc1ccc(-n2ccc(C(F)(F)F)n2)cc1
54: O=C(O)CCCNC(=O)CCCn1nnc2ccccc2c1=O
Screen / compound no. | 21 | 33 | 38 | 51 | 54
Mcl1 Noxa PPI | 24.9 | -20.2 | 9.5 | -4.2 | 15.1
Pf gamet viab | 4.4 | -9.0 | 32.6 | 0.5 | 12.9
Mcl1-Bid inh | 6.3 | -4.9 | -28.2 | -9.3 | -10.2
Avidin fluor | 7 | 6 | 11 | 9 | 4

(next part)
56: CN(CCO)CCC(=O)NC1(C)CS(=O)(=O)CC1S(=O)(=O)O (stereo unspecified)
57: Nc1cccc2nsnc12
58: O=C(NCCN1CCOCC1)c1cc(S(=O)(=O)Nc2ccccc2F)c(Cl)cc1Cl
59: O=S(=O)(CCc1ccncc1)Cc1ccc2c3c(cccc13)CC2
60: Cc1cc2c(c(=O)o1)C(c1ccc([N+](=O)[O-])o1)C(C#N)=C(N)O2 (stereo unspecified)
61: CSc1nnc(-c2ccc(C(F)(F)F)cn2)o1
62: NC(=S)Nc1ccc(F)cc1F
Screen / compound no. | 56 | 57 | 58 | 59 | 60 | 61 | 62
Mcl1 Noxa PPI | -1.8 | 6.7 | 11.8 | 7.5 | 2.4 | -10.7 | -12.1
Pf gamet viab | -19.3 | -27.6 | -10.0 | 3.7 | -22.8 | 2.0 | -16.5
Mcl1-Bid inh | -26.6 | -74.5 | -4.7 | -29.5 | -25.8 | -12.0 | 77.1*
Avidin fluor | 7 | 4 | 8 | 6 | 8 | 6 | 8

Mcl1-Bid inh: hit marks shown above.
cpd	SMILES	Mcl1 Noxa PPI	Mcl1-Bid inh	Avidin fluor
50	O=[N+]([O-])c1cc(Cl)cc(/C=N/NC(=S)Nc2ccc(S(=O)(=O)N3CCOCC3)cc2)c1O	85.4*	67.3*	4
62	NC(=S)Nc1ccc(F)cc1F	-12.1	77.1*	8

Screens (PubChem)
